Screening results deposited in PubChem by National Center for Advancing Translational Sciences (NCATS).
GAA glycogen: GAA glycogen-cleavage inhibition or activation; AID 2100; Potency, µM (doses to about 76.4 µM), for the others: at the top dose activity change, negative = inhibition, usual class: inhibitors; hit rate 0.38% among 300,000; recombinant GAA, glycogen substrate, Amplex Red glucose oxidase fluorescence;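 note: 0% = full enzyme reaction and -100% = no-enzyme basal signal; the screen sought inhibitors and activators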
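Recombinant human enzyme (4 nM); glycogen substrate; 37 C, 40 min, pH 5.0. Readout: coupled glucose oxidase/Amplex Red fluorescence.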
GLA spleen mod: alpha-galactosidase A (human) modulation | P06280 | human spleen homogenate, 4MU-alpha-Gal fluorescence, 40 min | Potency, µM (titrated, usually from 80 µM), inactives show at the top dose activity change, negative = inhibition, most hits filed as inhibitors | hit rate 0.008% among 240,000;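 note: 0% = enzyme with vehicle and -100% = no enzyme basal signal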
Target sequence (P06280 32-429 limits assumed): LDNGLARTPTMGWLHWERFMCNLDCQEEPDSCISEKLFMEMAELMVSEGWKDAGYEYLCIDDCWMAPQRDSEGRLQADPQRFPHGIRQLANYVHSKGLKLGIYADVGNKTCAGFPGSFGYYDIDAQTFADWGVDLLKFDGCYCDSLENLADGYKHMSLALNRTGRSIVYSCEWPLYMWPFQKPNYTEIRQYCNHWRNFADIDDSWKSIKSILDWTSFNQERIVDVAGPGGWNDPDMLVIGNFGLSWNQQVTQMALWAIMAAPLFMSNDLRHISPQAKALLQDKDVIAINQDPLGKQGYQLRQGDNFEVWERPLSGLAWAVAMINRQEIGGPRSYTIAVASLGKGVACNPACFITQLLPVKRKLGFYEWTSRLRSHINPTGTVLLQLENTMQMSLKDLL
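Fluorogenic readout (Ex 365/Em 440 nm) of 4-methylumbelliferone released from 1 mM 4-MU-alpha-galactoside by spleen homogenate, 40 min at 37C, pH 5.0. Data normalized to no-enzyme and enzyme controls; Hill-equation AC50 from compound titrations.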
GAA spleen mod: lysosomal alpha-glucosidase (human) modulation. hit rate 0.006% among 240,000. Potency, µM (series often up to 79.9 µM), for the others: top-dose activity change, negative = inhibition, most hits filed as inhibitors. P10253. human spleen homogenate, 4-MU-alpha-glucoside fluorescence;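 note: 0% = enzyme with vehicle and -100% = no enzyme basal signal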
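AC50 values come from Hill-equation fits of concentration-response data, normalized to no-enzyme and full-activity controls. Enzyme source: 1 ug human spleen homogenate; 1 mM fluorogenic 4-MU glucoside, pH 5.0 citrate buffer, 37 C, 40 min.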
Tau fluor counter: counter-screen for tau fibril formation inhibitors; tau K18 P301L Alexa594 fluorescence, heparin fibrillization; Potency, µM (series often up to 57.7 µM), for the others: top-dose activity change, negative = decrease; hit rate 0.93% among 280,000; note: % is set by controls: 0 for no effect and ±100 for the full control effect; nearly all actives have a fitted effect of over 55% in size
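Human tau K18 P301L (15 uM unlabeled, 0.24 uM Alexa 594-labeled) in 100 mM sodium acetate pH 7 with 20 uM heparin, 6 hr at 37 C. ThT 30 uM added, 1 hr ambient; Alexa 594 FP and total fluorescence read at 555/632 nm.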
Tau ThT inhib: blocks human tau fibril formation measured by thioflavin T. recombinant tau K18 P301L (four-repeat tau fragment), heparin-induced fibrillization, ThT fluorescence. Potency, µM (doses to about 57.4 µM), for inactives: at the highest dose activity, negative = inhibition, most hits filed as inhibitors. hit rate 2.1% among 270,000; note: % is set by controls: 0 for no effect and ±100 for the full control effect; nearly all actives have a fitted effect of over 55% in size
Target sequence (P10636 561-689 P618L limits assumed): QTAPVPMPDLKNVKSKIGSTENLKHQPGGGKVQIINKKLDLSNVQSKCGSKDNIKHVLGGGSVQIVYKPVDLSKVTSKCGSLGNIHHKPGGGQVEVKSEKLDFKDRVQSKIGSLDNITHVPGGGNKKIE
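Aggregation was driven by heparin (20 uM final) acting on recombinant tau […] bearing P301L in 100 mM sodium acetate pH 7; fibrils were detected with Thioflavin T.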
GAA inhib: alpha-glucosidase (human) inhibition; P10253; purified human GAA, 4-MU-alpha-glucoside fluorescence; Potency, µM (doses to about 76.9 µM), for the others: at the top dose activity change, negative = inhibition, most hits filed as inhibitors; hit rate 0.005% among 200,000;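 note: plate controls were uninhibited enzyme wells for no effect and no-enzyme background for full effect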
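Enzyme (4 nM final) mixed with compound (up to 77 uM), then 4-MU-alpha-D-pyranoside (400 uM final) added; 20 min at room temperature, pH 5.0. Reaction stopped at pH 10, fluorescence read, AC50 derived by Hill fit.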
Tau fibril FP: tau fibrillization inhibition (FP) | P10636 | K18 P301L tau heparin fibrillization, Alexa594 FP, 6 h | Potency, µM (highest dose often 57.7 µM), for the others: at the highest dose activity, negative = inhibition, hits mostly inhibitors | hit rate 0.39% among 280,000; note: % is set by controls: 0 for no effect and ±100 for the full control effect; nearly all actives have a fitted effect of over 55% in size
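Steps: dispense K18 P301L tau (15 uM plus 0.24 uM Alexa 594 tracer, final) in pH 7 sodium acetate; add compound; add heparin (20 uM final); incubate 6 hr, 37 C; add ThT (30 uM final); after 1 hr ambient, read FP.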
HTT cytoprotect: cytoprotection in Huntington HTT-Q103 PC12 cell model; Potency, µM (series often up to 56.4 µM), for the others: cytoprotection (ATP increase), most hits filed as activators; PC12 HTT-Q103 induced, cytoprotection, ATP luminescence, 40 h; hit rate 0.14% among 230,000;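 note: % of control where 0% means no effect; nearly all actives have a fitted effect of over 45% in size; toxic huntingtin expression switched on by the ecdysone agonist tebufenozide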
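Compounds added alongside 100 nM tebufenozide, which induces toxic Q103 huntingtin exon 1-GFP in stable PC12 cells; surviving cells quantified by luminescent ATP measurement. Medium: phenol red-free DMEM, 5% equine and 5% calf serum.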
An asterisk follows results filed as active; ? = inconclusive; nt = not tested or not shown; [ ] = another dose, or the depositor's remark. Calls come from the whole dose curve; as a rule, active = well fitted curve in the direction sought with a large enough effect; inconclusive = small, poorly fitted or top-dose-only effect, or another doubt; inactive = no such curve, though single readings can be large; an effect the other way counts as inactive or inconclusive. Potency is the fitted concentration of half-maximal effect. Rows were taken by chance. Share with any hit: about 3.3%.

| cpd | Compound | GAA glycogen | GLA spleen mod | GAA spleen mod | Tau fluor counter |
| --- | --- | --- | --- | --- | --- |
| 1 | Cn1cc([N+](=O)[O-])c(C(=O)Nc2ccc(C(=O)N3CCCCC3)cc2)n1 | 9% | -5% | -2% | 2% |
| 2 | CN1C(=O)C2(C(C#N)=C(N)Oc3c2oc(CO)cc3=O)c2ccccc21 (stereo not drawn) | 3% | -10% | -14% | -2% |
| 3 | COC(=O)/C(=C\c1cc(OC)c(OC)c(OC)c1)c1nc2ccccc2[nH]1 | -13% | -4% | 0% | -4% |
| 4 | CCCCCCCNc1cccc(C)c1 | 0% | 4% | -1% | -4% |
| 5 | O=C(c1ccco1)c1cn(CCOc2ccc(F)cc2)c2ccccc12 | 5%[76.3 µM] | nt | nt | ? |
| 6 | CCO[C@@H]1OC(C(=O)NCc2ccccc2)=C[C@H](c2ccccc2)[C@H]1CCCO | -3% | 0% | 2% | -13% |
| 7 | CCOC(=O)c1ccc(N=Cc2nc(-c3ccccc3)oc2OC(C)=O)cc1 | -7% | 6% | -1% | -18% |
| 8 | O=C(O)CCN1c2ccccc2Sc2ccccc21 | 3% | 2% | -1% | -13% |
| 9 | Cc1ccc2cc(C#N)c(SCC(=O)NNC(=O)Cc3ccccc3)nc2c1 | 3% | 0% | 2% | 10% |
| 10 | COCCn1c(C)cc(/C=C2/SC(=O)N(C(C)C(=O)OC)C2=O)c1C (stereo not drawn) | -10% | -2% | 0% | -28% |
| 11 | Cc1cc(C(=O)Nc2ccccc2)oc1C | 4% | 0% | -9% | -8% |
| 12 | O=C(Nc1cccc(/C=C/c2nc3ccccc3c(=O)[nH]2)c1)c1ccccc1Cl | 4% | -1% | -1% | -21% |
| 13 | O=C(N/N=C/c1ccc2c(c1)OCCO2)c1ccncc1 | -4% | 0% | -4% | -7% |
| 14 | COc1ccc(-c2csc(NC(=O)C3CC(=O)N(Cc4ccco4)C3)n2)cc1 (stereo not drawn) | 7% | -5% | 3% | -25% |
| 15 | Cn1nc(C(C)(C)C)cc1C(=O)NNC(=O)c1ccc(C(F)(F)F)cc1 | 10% | -3% | -1% | -3% |

| cpd | Tau ThT inhib | GAA inhib | Tau fibril FP | HTT cytoprotect |
| --- | --- | --- | --- | --- |
| 1 | 1% | -10% | -1% | 7%[10 µM] |
| 2 | -10% | 0% | 2% | 10% |
| 3 | ? | 5% | 2% | 69% |
| 4 | -1% | nt | -2% | 10%[10 µM] |
| 5 | 0% | nt | ? | nt |
| 6 | -14% | nt | 1% | 16%[10 µM] |
| 7 | ? | -6% | -14% | -25% |
| 8 | -11% | 0% | -3% | -21%[10 µM] |
| 9 | 8% | 8% | -8% | 17%[10 µM] |
| 10 | -15% | nt | 5% | -15%[10 µM] |
| 11 | -13% | 9% | 1% | -54%[inhibitor] |
| 12 | ? | nt | -13% | 17%[10 µM] |
| 13 | -5% | nt | 1% | 27%[10 µM] |
| 14 | -12% | -11% | 5% | nt |
| 15 | nt | nt | 0% | 7%[10 µM] |

Next part, overlapping the part above by four compounds.
| cpd | Compound | GAA glycogen | GLA spleen mod | GAA spleen mod | Tau fluor counter |
| --- | --- | --- | --- | --- | --- |
| 12 | O=C(Nc1cccc(/C=C/c2nc3ccccc3c(=O)[nH]2)c1)c1ccccc1Cl | 4% | -1% | -1% | -21% |
| 13 | O=C(N/N=C/c1ccc2c(c1)OCCO2)c1ccncc1 | -4% | 0% | -4% | -7% |
| 14 | COc1ccc(-c2csc(NC(=O)C3CC(=O)N(Cc4ccco4)C3)n2)cc1 (stereo not drawn) | 7% | -5% | 3% | -25% |
| 15 | Cn1nc(C(C)(C)C)cc1C(=O)NNC(=O)c1ccc(C(F)(F)F)cc1 | 10% | -3% | -1% | -3% |
| 16 | COc1ccc(NC(=O)c2ccc3c(c2)sc2nc(-c4ccc(OC)cc4)cn23)cc1 | -3%[76.3 µM] | nt | nt | -9% |
| 17 | COC(=O)c1cc([N+](=O)[O-])c(-n2cncn2)c([N+](=O)[O-])c1 | -12% | 13% | 3% | 6% |
| 18 | COc1ccc(/C=N/NC(=O)COc2cc(C)cc(C)c2)cc1COC(C)=O | -4% | -4% | -1% | -13% |
| 19 | NC(=O)C1CCN(CC(=O)Nc2cccnc2Cl)CC1 | 4% | -2% | 3% | -9% |
| 20 | O=C(CCCN1C(=O)c2ccccc2C1=O)Nc1cccnc1 | 5% | 7% | 3% | -2% |
| 21 | Cc1ccc(S(=O)(=O)N2CCCCC2)cc1NC(=O)COC(=O)c1c(F)cccc1F | -2% | 0% | -8% | -26% |
| 22 | CC1(C)Cc2c(sc3c2c(=N)n(Cc2ccco2)c(=O)n3CC(=O)Nc2cccc(Cl)c2)CO1 | -22% | 6% | 13% | -23% |
| 23 | COc1ccc(-c2ccc(/C=C3/C(=N)N4C(C)=CSC4=NC3=O)o2)c([N+](=O)[O-])c1 | 8% | -12% | -14% | ? |
| 24 | Cc1cccc(-n2c(O)c(C=Nc3ccccc3O)c3ccccc3c2=O)n1 | -9% | 2% | 2% | ? |
| 25 | O=[N+]([O-])c1ccc(N2CCN(C(=S)NC3CCCCC3)CC2)cc1 | 1% | 2% | -22% | ? |
| 26 | CCc1ccc(N2CC(C(=O)Nc3cc(C)on3)CC2=O)cc1 (stereo not drawn) | -12% | 7% | 1% | -1% |
| 27 | Cc1nn(C)cc1CN(C)C(=O)c1cc2nc(-c3ccco3)cc(C(F)(F)F)n2n1 | -10% | 10% | -2% | -1% |
| 28 | CCOCCCNC(=S)N1C2CCC1CC(NC(=O)Nc1ccc(C(=O)OCC)cc1)C2 (stereo not drawn) | 2% | -2% | 3% | -25% |
| 29 | Cc1ccc2cc(COC(=O)c3cccc([N+](=O)[O-])c3)c(=O)[nH]c2c1 | 6% | -1% | 5% | -22% |
| 30 | COC(C[C@H](O)CC(=O)[C@H](C)OCc1ccccc1)OC | 6% | 6% | 1% | 9% |

| cpd | Tau ThT inhib | GAA inhib | Tau fibril FP | HTT cytoprotect |
| --- | --- | --- | --- | --- |
| 12 | ? | nt | -13% | 17%[10 µM] |
| 13 | -5% | nt | 1% | 27%[10 µM] |
| 14 | -12% | -11% | 5% | nt |
| 15 | nt | nt | 0% | 7%[10 µM] |
| 16 | -13% | nt | 3% | nt |
| 17 | 2% | -12% | 8% | ? |
| 18 | -17% | -3% | -13% | nt |
| 19 | -6% | 1% | -3% | -10% |
| 20 | -1% | -3% | -4% | -9%[10 µM] |
| 21 | -5% | -6% | -6% | -5% |
| 22 | -4% | -3% | -17% | -2% |
| 23 | 2.2µM* | -7% | -10% | ? |
| 24 | ? | nt | 15% | 15%[10 µM] |
| 25 | 10µM* | -14% | 0% | -49%[inhibitor] |
| 26 | -2% | -1% | 1% | -6%[10 µM] |
| 27 | -3% | 4% | 2% | -23% |
| 28 | 1% | 3% | -16% | 3%[10 µM] |
| 29 | -2% | nt | -9% | -5%[10 µM] |
| 30 | 3% | nt | 8% | 5%[10 µM] |

(more compounds)
| cpd | Compound | GAA glycogen | GLA spleen mod | GAA spleen mod | Tau fluor counter |
| --- | --- | --- | --- | --- | --- |
| 31 | COc1ccc(-n2c(=O)/c(=C\c3cccs3)s/c2=C(/C#N)C(=O)NCCN2CCOCC2)cc1 | 4% | 3% | 7% | -2% |
| 32 | Cc1ccc2c(c1)NC(=O)C(CC(=O)NCCN(C)C)O2 (stereo not drawn) | 9% | 3% | -2% | -7% |
| 33 | CC(=O)c1cccc(NC=C2C(=O)OC3(CCCCC3)OC2=O)c1 | 0% | -5% | -3% | -1% |
| 34 | Cc1nnc(N/N=C\c2ccc(-c3cccc(C(=O)O)c3)o2)n1N | ? | -5% | -6% | -9% |
| 35 | CC(C)Oc1ccc(NC(=O)Oc2ccccc2)cc1 | -27% | 4% | -3% | -16% |
| 36 | CCOC(=O)/C(C#N)=C/c1c(Oc2cccc(C)c2)nc2c(C)cccn2c1=O | 0% | 4% | 0% | 16% |
| 37 | Cc1ccc(OCC(=O)c2cc(C)n(-c3ccccc3)c2C)c([N+](=O)[O-])n1 | 0% | 1% | -4% | ? |
| 38 | CC(=O)NC1(C(F)(F)F)N=C(c2ccccc2)NC1=O (stereo not drawn) | -3% | -2% | -3% | 6% |
| 39 | COc1ccc(/C=N/NC(=O)c2ccc3nc[nH]c3c2)c(OC)c1OC | -21% | 14% | 4% | -11% |
| 40 | N#CC(C(N)=O)=C1CCC2(CC1)OCCCCO2 | 0% | 7% | -2% | -10% |
| 41 | O=C(Nc1ccc2nc[nH]c2c1)c1ccco1 | -4% | 1% | -9% | 9% |
| 42 | CN(Cc1ccon1)Cc1cn(C)nc1-c1ccc2c(c1)OCCO2 | -6% | 1% | -9% | -4% |
| 43 | CN(C)C(=O)N1CCC(C(=O)NCc2ccc(F)cc2Cl)CC1 | 12% | -3% | -6% | 4% |
| 44 | O=C(NCCCN1CCN(c2cccc(Cl)c2)CC1)c1ccc(N2CCCC2=O)cc1 | -1% | 5% | 0% | 2% |
| 45 | CN(CC(=O)Nc1cccc(F)c1)CC(=O)Nc1ccccc1[N+](=O)[O-] | -5% | -16% | -1% | -15% |
| 46 | c1ccc2cc(OCc3nc4ccccc4[nH]3)ccc2c1 | 5% | 9% | 0% | -18% |

| cpd | Tau ThT inhib | GAA inhib | Tau fibril FP | HTT cytoprotect |
| --- | --- | --- | --- | --- |
| 31 | -5% | -6% | -3% | -14% |
| 32 | -15% | -1% | 0% | -19% |
| 33 | -2% | 2% | 4% | -1% |
| 34 | ? | ? | ? | -65%[inhibitor] |
| 35 | -11% | ? | 7% | 6%[10 µM] |
| 36 | 6% | 10% | -5% | -5%[10 µM] |
| 37 | ? | 4% | 2% | -12%[1.9 µM] |
| 38 | 3% | 0% | 5% | nt |
| 39 | -17% | nt | 0% | -9%[10 µM] |
| 40 | -26% | -6% | -6% | -2%[10 µM] |
| 41 | 4% | ? | ? | -77%[inhibitor][10 µM] |
| 42 | ? | 14% | 10% | 11%[10 µM] |
| 43 | 0% | -9% | 0% | 2%[0.074 µM] |
| 44 | -3% | 0% | 0% | 2% |
| 45 | 0% | 1% | 5% | -92%[inhibitor] |
| 46 | -11% | ? | -13% | -15%[1.9 µM] |
